# Bioassay records from PubChem.
# MrgX1 antag – antagonists of human MrgX1 receptor, primary screen, HEK293 cells, Fluo-4 calcium flux. Mas-related G-protein coupled receptor member X1 (Homo sapiens), Q96LB2. BAM8-22 antagonism; hits give low values. B-score at 10 µM. 310,000 tested, 1.3% active. AID 588676, 2011;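 active = calcium-response B-score plate-corrected more than 3 library SD below zero, starting fluorescence within 5 deviations, no agonist response on first addition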;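 note: peak minus trough fluorescence over baseline after final BAM8-22 challenge near maximal dose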
# TRPC6 activator – mouse TRPC6 channel activators, primary screen, cell-based, HEK293, membrane potential dye; 310,000 tested, 0.13% active; AID 2550, 2010; Short transient receptor potential channel 6 (Mus musculus), Q61143; HEK293-TRPC6 membrane potential dye fluorescence; hits give high values; B-score at 10 µM;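 active = B-score of the integrated fluorescence ratio above library mean plus 3 SD, and starting fluorescence ratio within library mean plus 5 SD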;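 note: higher score means more depolarization so channel activation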
# Target sequence (Q61143 whole entry, looked up): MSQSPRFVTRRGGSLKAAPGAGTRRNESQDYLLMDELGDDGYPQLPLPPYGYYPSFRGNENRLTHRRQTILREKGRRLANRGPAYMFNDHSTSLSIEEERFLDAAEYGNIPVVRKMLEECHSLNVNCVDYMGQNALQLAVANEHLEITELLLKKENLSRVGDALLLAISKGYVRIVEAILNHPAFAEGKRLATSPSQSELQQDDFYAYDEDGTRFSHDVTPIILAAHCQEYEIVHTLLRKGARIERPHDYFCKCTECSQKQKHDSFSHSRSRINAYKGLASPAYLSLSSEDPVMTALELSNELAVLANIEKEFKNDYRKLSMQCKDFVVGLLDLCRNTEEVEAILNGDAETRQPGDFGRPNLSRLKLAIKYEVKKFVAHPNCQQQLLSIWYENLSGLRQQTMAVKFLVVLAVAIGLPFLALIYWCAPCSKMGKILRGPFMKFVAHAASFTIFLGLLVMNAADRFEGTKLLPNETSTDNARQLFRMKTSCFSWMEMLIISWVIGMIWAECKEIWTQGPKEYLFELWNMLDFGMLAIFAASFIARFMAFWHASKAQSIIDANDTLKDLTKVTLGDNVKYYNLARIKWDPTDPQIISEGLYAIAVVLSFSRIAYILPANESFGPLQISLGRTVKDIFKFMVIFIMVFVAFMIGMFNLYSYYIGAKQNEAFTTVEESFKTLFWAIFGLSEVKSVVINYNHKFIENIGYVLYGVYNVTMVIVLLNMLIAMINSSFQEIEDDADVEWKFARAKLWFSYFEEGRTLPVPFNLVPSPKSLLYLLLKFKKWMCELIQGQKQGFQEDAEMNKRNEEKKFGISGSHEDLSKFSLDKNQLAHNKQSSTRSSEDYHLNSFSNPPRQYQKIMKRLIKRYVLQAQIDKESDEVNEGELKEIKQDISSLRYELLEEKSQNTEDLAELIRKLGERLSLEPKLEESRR
# MrgX1 ag – agonists of human MrgX1 receptor, primary screen, HEK293 cells, Fluo-4 calcium flux; Mas-related G-protein coupled receptor member X1 (Homo sapiens), Q96LB2; Fluo-4 calcium fluorescence, agonist mode; hits give high values; B-score at 10 µM; 310,000 tested, 0.44% active;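 active = calcium response B-score plate-corrected fluorescence ratio at least 3 library SD, with starting fluorescence B-score inside 5 SD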
#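 Material: MrgX1-expressing HEK293 cells; input: 15,000 cells per well; doses: test compound given as first of three sequential additions; schedule: overnight plating before 1 h dye loading; technique: Fluo-4 NW calcium-flux fluorescence, kinetic read; evaluation: baseline-normalised fluorescence change ratio, B-scored; control set: plate-wise positive and negative controls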
# RGS4 pot – RGS4 potentiators or activators, primary screen, cell-based, HEK293 M3R inducible RGS4, calcium flux. carbachol calcium flux Fluo4; hits give low values. B-score at 10 µM. 310,000 tested, 0.92% active. AID 463111, 2010;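 active = B-score of the integrated calcium signal more than 4 SD below the library mean, with starting fluorescence not abnormally high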;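 note: negative B-score means reduced calcium response which marks RGS4 activation or potentiation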
#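 Also added: carbachol at ECmax as muscarinic agonist stimulus; Assay system: HEK293 cells with stable M3R and inducible RGS4; Timing: overnight RGS4 induction, 30 min dye load 37 °C, 20 min compound RT; Measured by: Fluo4-AM (2 µM) calcium-flux fluorescence, kinetic read.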
# TMEM16A act – TMEM16A chloride channel activators or potentiators, primary screen, cell-based, HTS. 340,000 tested, 0.3% active. AID 623877, 2012. Anoctamin-1 (Mus musculus), Q8BHY3. HEK293 TMEM16A/YFP-H148Q/I152L, iodide quench fluorescence; hits give low values. B-score at 10 µM;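 active = fluorescence-ratio B-score plate-corrected deviation score at least 3 library SD below zero, with starting fluorescence score within 5 deviations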;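 note: channel opened by trigger with iodide after compound preincubation; score built on the fluorescence ratio of max minus min over baseline; more negative score means more quench and so TMEM16A activation or potentiation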
# RGS4 inh – RGS4 inhibitors, primary screen, cell-based, HEK293 M3R inducible RGS4, calcium flux; Regulator of G-protein signaling 4 (Homo sapiens), P49798; Fluo-4 calcium flux; hits give high values; triggered by carbachol at its EC20; 310,000 tested, 0.45% active; AID 463165, 2010; B-score at 10 µM;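 active = B-score, a plate-corrected calcium signal, over three deviations above library mean, with baseline fluorescence within five deviations of library mean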;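 note: RGS4 expression induced by doxycycline in cells with stable M3 receptor; B-score is computed from the integrated fluorescence ratio over baseline after carbachol; higher B-score means a larger calcium signal and so more RGS4 inhibition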
# Target sequence (P49798 whole entry, looked up): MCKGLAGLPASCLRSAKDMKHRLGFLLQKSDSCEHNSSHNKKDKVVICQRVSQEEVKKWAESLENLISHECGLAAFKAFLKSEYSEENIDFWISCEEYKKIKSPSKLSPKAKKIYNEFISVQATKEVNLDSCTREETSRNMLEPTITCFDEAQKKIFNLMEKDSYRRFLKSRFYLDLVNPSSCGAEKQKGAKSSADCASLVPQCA
# TRPC6 inhibitor – mouse TRPC6 channel inhibitors, primary screen, cell-based, HEK293, membrane potential dye; ACh-evoked depolarization; hits give low values; 310,000 tested, 1.1% active; AID 2553, 2010; B-score at 10 µM; Short transient receptor potential channel 6 (Mus musculus), Q61143;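 active = B-score under library mean minus 3 SD, initial fluorescence not abnormally high, positive integrated signal ratio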;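 note: B-score derived from integrated fluorescence ratio over the kinetic read; more negative B-score means stronger inhibition of depolarization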
# TMEM16A inh – TMEM16A chloride channel inhibitors, primary screen, cell-based, HTS; Anoctamin-1 (Mus musculus), Q8BHY3; normalized B-score (activity score, 25-100; higher = stronger inhibition) at 10 µM; 310,000 tested, 1.2% active; AID 588511, 2011; HEK293 TMEM16A/YFP iodide influx fluorescence, ionomycin;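 active = ratio plate-corrected score three or more library SD toward inhibition, starting fluorescence score within five deviations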;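 note: score derived from kinetic fluorescence span divided by baseline fluorescence per well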
# SKKanGAS inh – S. pyogenes SKKanGAS growth inhibitors in kanamycin, primary screen, streptokinase expression inhibitor project, SKKanGAS strain, BacTiter-Glo luminescence; 300,000 tested, 1.3% active; 6 h; inhibition, % at 7.5 µM; AID 1662, 2009;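 active = mean replicate score, as percent of positive control median, at least 50; inconclusive = mean below 50 but one replicate at or above 50; inactive = mean and every replicate below 50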;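 note: strain carries kanamycin resistance gene driven by streptokinase promoter and grows in 40 µg/ml kanamycin; loss of luminescence reflects streptokinase promoter inhibition or plain growth inhibition; 0% = median of DMSO wells and 100% = positive control at its reference dose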
# MrgX1 allo act – positive allosteric modulators of MrgX1, primary screen, HEK293 cells, Fluo-4 calcium flux | Mas-related G-protein coupled receptor member X1 (Homo sapiens), Q96LB2 | 310,000 tested, 0.63% active | B-score at 10 µM | FDSS; hits give high values | AID 588675, 2011;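 active = plate-corrected calcium response at least 3 library SD above typical, normal starting fluorescence, not activating the receptor alone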;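 note: compound read alongside a low EC10 to EC30 dose of BAM8-22 agonist; peak minus trough fluorescence over baseline measured at the second addition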
# HDAC3 inh – HDAC3 deacetylase inhibitors, primary screen, biochemical, fluorescence, cell-free homogeneous. inhibition, % at 8.3 µM. recombinant HDAC3, fluorogenic peptide/trypsin coupled. Histone deacetylase 3 (Homo sapiens), O15379. AID 2718, 2010. 320,000 tested, 0.15% active; in the data active = inhibition above about 26%, passing the limit was not always enough; inconclusive = no clear call, values can overlap the other calls
# Starred values were filed as active, the others as inactive; i = inactive; ? = inconclusive; . = no result given.
SMILES,MrgX1 antag,TRPC6 activator,MrgX1 ag,RGS4 pot,TMEM16A act,RGS4 inh,TRPC6 inhibitor,TMEM16A inh,SKKanGAS inh,MrgX1 allo act,HDAC3 inh
C=CCN1C(=O)OC2(CCCCC2)C1(C)O (stereo not drawn),i,i,i,i,i,i,i,i,-8,i,-7
CC(=O)Nc1ccc(C(=O)N/C(=C/c2ccccc2)C(=O)N2CCCCC2)cc1,i,i,i,i,i,i,i,i,14,i,8
O=C(COC(=O)CC(c1ccccc1)c1ccccc1)NCc1ccc(Cl)cc1,i,i,i,i,i,i,i,i,-2,i,17
Cc1ccc(N(CC(=O)NCc2ccccc2)C(=O)c2csnn2)cc1,i,i,i,i,i,i,i,i,10,i,3
O=C(CNc1ccccc1)N/N=C/c1cc([N+](=O)[O-])ccc1N1CCCC1,i,i,i,i,i,i,i,i,17,i,2
Cc1cccc(N2CCN(C(=O)c3ccc4c(c3)NC(=O)C(CSCc3ccc(F)cc3)N4)CC2C)c1 (stereo not drawn),i,i,i,i,.,i,i,i,2,i,8
C/C(=N\Nc1nc(N2CCOCC2)nc(N2CCOCC2)n1)c1cccs1,i,i,i,i,i,i,i,i,0,i,4
CN1CCN(CCC(=O)N2c3ccccc3Sc3ccc(Cl)cc32)CC1,i,i,i,i,i,i,i,i,-12,i,-7
C=CCNC(=O)c1cccn1-c1ccsc1C(=O)OC,i,i,i,i,i,i,i,i,-2,i,-5
O=C(Cn1c(O)c(/C=C2\C=Nc3ccccc32)sc1=O)N1CCOCC1,i,i,i,i,i,i,i,i,-14,i,2
O=C(O)c1ccccc1Nc1ccc(OC(F)F)cc1,i,i,i,i,i,i,i,i,6,i,-1
C=CCC(=O)N1CCC(n2nccc2NC(=O)CCOc2ccccc2)CC1,i,i,i,i,i,i,i,i,-9,i,-3
CCn1c2ccccc2c2cc(NC(=O)CNCc3ccccc3OC)ccc21,i,i,i,i,i,i,i,i,0,i,5
CC(Sc1nnc(-c2ccccc2F)n1N)C(=O)NCC1CCCO1 (stereo not drawn),i,i,i,i,i,i,i,i,-3,i,-1
COc1ccc(-c2cc3ccccc3n2CC(O)CN2CCC(C)CC2)cc1 (stereo not drawn),i,i,i,i,i,i,i,i,-1,i,1

# The last 2 compounds of the part above lead into the next.
SMILES,MrgX1 antag,TRPC6 activator,MrgX1 ag,RGS4 pot,TMEM16A act,RGS4 inh,TRPC6 inhibitor,TMEM16A inh,SKKanGAS inh,MrgX1 allo act,HDAC3 inh
CC(Sc1nnc(-c2ccccc2F)n1N)C(=O)NCC1CCCO1 (stereo not drawn),i,i,i,i,i,i,i,i,-3,i,-1
COc1ccc(-c2cc3ccccc3n2CC(O)CN2CCC(C)CC2)cc1 (stereo not drawn),i,i,i,i,i,i,i,i,-1,i,1
O=C(c1ccc([N+](=O)[O-])cc1)N1CCC(Cc2ccccc2)CC1,i,i,i,i,i,i,i,i,-5,i,2
Cc1ccc(NC(=O)c2ccc(S(=O)(=O)N3CCOCC3)cc2)nc1,i,i,i,i,i,i,i,i,-1,i,4
Cc1cc(C)nc(SCC(=O)NNC(=O)c2cccs2)n1,i,i,i,i,i,i,i,i,-9,i,-1
Cc1ccc(C(=O)NCCC(=O)N2CCC3(CC2)NCCc2[nH]cnc23)cc1,i,i,i,i,i,i,i,i,3,i,-7
COc1ccc(NC(=O)c2sc(=S)[nH]c2N)cc1,i,i,i,i,i,i,i,i,6,i,?
CN(C)C(=O)c1ccc(-c2nnc(NCc3ccccc3)c3ccccc23)cc1,i,i,i,i,i,i,i,i,6,i,2
CCOC(=O)c1cc2occc2n1CCCN1C(=O)c2ccccc2C1=O,-6.1*,i,i,i,i,i,i,i,-6,i,3
COc1ccc(/C=C/C2=CC(C)(C)NC(=S)N2)cc1OC,i,i,i,i,i,i,i,i,-4,i,.
COc1cc2c(cc1OC)C1=NC(=O)CN1C(SCc1ccc(C)cc1)=N2,i,i,i,i,i,i,i,i,5,i,-8
Cc1ccc(C2=NS(=O)(=O)N(C)C(C(=O)N3CCOCC3)=C2)cc1,i,i,i,i,i,i,i,i,0,i,6
Cc1ccc2c(c1)N(CC(=O)NCCc1ccccc1)C(=O)c1cccnc1O2,i,i,i,i,i,i,i,i,-1,i,-3
C=C(C)CC1N(c2cccc(OC)c2)C(=O)C2C(C(=O)O)C3C=CC21O3 (stereo not drawn),i,i,i,i,i,i,i,i,-3,i,6
CCOC(=O)C1CCCN(C(=S)Nc2ccc(C)cc2C)C1 (stereo not drawn),i,i,i,i,i,i,i,i,4,i,5
COc1cccc(CN(C(=O)c2ccco2)C2CCS(=O)(=O)C2)c1 (stereo not drawn),-4.8*,i,i,i,i,i,i,i,13,i,0
CN(C1CCS(=O)(=O)C1)S(=O)(=O)c1cccc2nsnc12 (stereo not drawn),i,i,i,i,i,i,i,i,-3,i,0
CC(C)CNC(=S)NC(=O)c1ccc(Cl)cc1Cl,i,i,i,i,i,i,i,i,-2,i,-5
COc1ccc(-c2oc3ccccc3c2C(=O)OCc2ccc(O)cc2)cc1,i,i,i,i,i,i,i,i,1,i,-58
CCN(Cc1ccncc1)C(=O)C1CCC(=O)N(Cc2ccc(Cl)cc2)C1 (stereo not drawn),i,i,i,i,i,i,i,i,1,i,0
COc1cc(C(C)=O)ccc1OCCCOc1cccc2cccnc12,i,i,i,i,i,i,i,i,-6,i,-5
O=C(Nc1c[nH]c(=O)[nH]c1=O)c1cc([N+](=O)[O-])cc([N+](=O)[O-])c1,i,i,i,i,.,i,i,i,2,i,2
Cc1nn(-c2ccccc2)c(C)c1S(=O)(=O)O,i,i,i,i,i,i,i,i,0,i,-5
CCOC(=O)c1ccc(NC(=O)c2nc[nH]c2C(=O)N[C@@H](C)C(=O)OC(C)(C)C)cc1,i,i,i,i,i,i,i,i,19,i,18
COc1ccc(C(=O)N(Cc2nc(-c3ccc(C)cc3)no2)C(C)C)cc1OC,i,i,i,i,i,i,i,i,-2,i,5
COc1ccc(CC(=O)OCc2cc(=O)n3cc(Br)ccc3n2)cc1OC,i,i,i,i,i,i,i,i,-9,i,-1
COc1ccc(CN(Cc2cccnc2)S(=O)(=O)c2ccc(-n3cnnn3)c(C)c2)cc1OC,i,i,i,i,i,i,i,i,3,i,3
O=C1Nc2ccc(S(=O)(=O)NCCCO)c3cccc1c23,i,i,i,i,i,i,i,i,4,i,-17
C=CCOc1cccc(/C=C2\C(=O)N(Cc3ccc(C)cc3)C(C)=C2C(=O)OC)c1,i,i,i,i,i,i,i,i,-7,i,.
C=CCn1c(CNc2ccccc2)nnc1SCC(=O)N/N=C/c1ccc(O)cc1O,i,i,i,i,i,i,i,i,15,i,-9
COc1ccc(C(=O)Nc2nc3ccccc3[nH]2)cc1OC,i,i,i,i,i,i,i,i,-6,i,1
COC(=O)C1=C(C)NC(=O)/C1=C/c1ccc(CNS(=O)(=O)c2ccc(C)cc2)o1,i,i,i,i,i,i,i,i,-7,i,2
CC1(C)CC(=O)C=C(NC2=CC3OC(c4ccccc4)OCC3OC2=O)C1 (stereo not drawn),i,i,i,i,i,i,i,i,-2,i,2
CC(C)(C)OC(=O)N1CCOCCOCCNCCOCCOCC1,i,i,i,i,i,i,i,i,-2,i,5
Cc1ccc(C2C(C(N)=S)=C(N)OC3=C2C(=O)CC(C)(C)C3)cc1 (stereo not drawn),i,i,i,i,i,i,i,i,1,i,7
O=C(NCCCO)c1ccc(CSc2nc3ccccc3[nH]2)cc1,i,i,i,i,i,i,i,i,6,i,0
Nc1c(C(=O)Nc2ccc(F)cc2)sc2nc(-c3ccco3)ccc12,-4.9*,i,i,i,i,i,i,i,38,i,-8
Cc1cccc(C(=O)N2CCCN(C(=O)c3cccc(C)c3)CC2)c1,i,i,i,i,i,i,i,i,-1,i,-4
CCOc1ccc(NC(=O)Nc2ccc3nccnc3c2)cc1,i,i,i,i,i,i,i,i,-2,i,0

# Reformatted as labelled records: part of the list above
SMILES: Nc1c(C(=O)Nc2ccc(F)cc2)sc2nc(-c3ccco3)ccc12
  MrgX1 antag = -4.9*; TRPC6 activator = i; MrgX1 ag = i; RGS4 pot = i; TMEM16A act = i; RGS4 inh = i; TRPC6 inhibitor = i; TMEM16A inh = i; SKKanGAS inh = 38; MrgX1 allo act = i; HDAC3 inh = -8
SMILES: Cc1ccc(C2C(C(N)=S)=C(N)OC3=C2C(=O)CC(C)(C)C3)cc1 (stereo not drawn)
  MrgX1 antag = i; TRPC6 activator = i; MrgX1 ag = i; RGS4 pot = i; TMEM16A act = i; RGS4 inh = i; TRPC6 inhibitor = i; TMEM16A inh = i; SKKanGAS inh = 1; MrgX1 allo act = i; HDAC3 inh = 7
SMILES: CC(C)(C)OC(=O)N1CCOCCOCCNCCOCCOCC1
  MrgX1 antag = i; TRPC6 activator = i; MrgX1 ag = i; RGS4 pot = i; TMEM16A act = i; RGS4 inh = i; TRPC6 inhibitor = i; TMEM16A inh = i; SKKanGAS inh = -2; MrgX1 allo act = i; HDAC3 inh = 5
SMILES: O=C(NCCCO)c1ccc(CSc2nc3ccccc3[nH]2)cc1
  MrgX1 antag = i; TRPC6 activator = i; MrgX1 ag = i; RGS4 pot = i; TMEM16A act = i; RGS4 inh = i; TRPC6 inhibitor = i; TMEM16A inh = i; SKKanGAS inh = 6; MrgX1 allo act = i; HDAC3 inh = 0
